Compound activity: PubChem BioAssay, National Center for Advancing Translational Sciences (NCATS)
TbPYK inhibitor: T. brucei pyruvate kinase inhibition; Q57TT1; TbPYK enzyme, Kinase-Glo Plus ATP luminescence, 45 min; Potency, µM (top dose mostly 76.8 µM), inactives show at the highest dose activity, negative = inhibition, hits mostly inhibitors; 410,000 tested, 0.12% active; note: nearly all actives have a fitted effect of over 50% in size
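Quantitative HTS: titrated library compounds versus trypanosomal pyruvate kinase in TEA buffer (pH 7.2) containing KCl, MgCl2, BSA and Tween-20. Reactions were initiated with ADP, 130 uM final. Kinase-Glo Plus luminescence was read after 45 min at RT.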
Sm TGR inh: inhibitors of Schistosoma mansoni thioredoxin glutathione reductase | Q962Y6 | purified TGR, DTNB reduction, TNB absorbance 405 nm | Potency, µM (doses to about 114 µM), without a hit: top-dose activity change, negative = inhibition, most hits filed as inhibitors | 360,000 tested, 3% active | AID 485364; note: nearly all actives have a fitted effect of over 60% in size
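First, TGR (20 nM dispensed) and NADPH were mixed with compound. Second, a 15 min room-temperature incubation followed. Third, further NADPH and then DTNB were added to start the reaction. Finally, TNB absorbance was monitored kinetically.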
LmPK inhibitor: inhibitors of Leishmania mexicana pyruvate kinase. purified LmPK, Kinase-Glo ATP luminescence, 1 h. Potency, µM (series often up to 57.5 µM), without a hit: at the highest dose activity change, negative = inhibition, usual class: inhibitors. AID 1721. 290,000 tested, 0.37% active
Target sequence (Q27686 whole entry, looked up): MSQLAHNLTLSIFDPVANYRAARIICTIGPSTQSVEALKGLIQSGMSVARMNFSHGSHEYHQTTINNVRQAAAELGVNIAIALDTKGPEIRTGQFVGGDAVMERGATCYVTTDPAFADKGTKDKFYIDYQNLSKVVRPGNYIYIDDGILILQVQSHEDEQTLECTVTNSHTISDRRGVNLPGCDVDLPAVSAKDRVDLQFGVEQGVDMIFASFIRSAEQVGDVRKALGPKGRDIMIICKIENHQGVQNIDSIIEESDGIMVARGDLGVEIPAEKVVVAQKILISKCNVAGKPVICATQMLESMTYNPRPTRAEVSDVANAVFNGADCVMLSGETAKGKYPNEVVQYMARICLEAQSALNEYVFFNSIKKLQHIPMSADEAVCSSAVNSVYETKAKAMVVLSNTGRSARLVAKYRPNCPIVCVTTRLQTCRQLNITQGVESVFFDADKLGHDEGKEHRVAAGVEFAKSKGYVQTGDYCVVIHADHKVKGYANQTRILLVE
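qHTS format; LmPK 0.1 nM; substrates PEP 0.5 mM and ADP 0.1 mM. One-hour room-temperature incubation, then coupled luciferase luminescence; 0.5 nM enzyme wells mark activation.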
HCV inh: blocks hepatitis C virus; Huh7.5.1 HCVcc-Cre infection, luciferase reporter, 44 h; Potency, µM (titrated, usually from 41.8 µM), inactives show at the highest dose activity change, negative = inhibition, usual class: inhibitors; 340,000 tested, 3.4% active; AID 651820
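After 44 h co-culture of compound, cells and HCVcc-Cre (~0.5 moi), substrate is added for 15 min at room temperature and luciferase measured over 15 sec. Cells were seeded at 1,000/well and pre-cultured 4 h.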
Pf growth 96h: P. falciparum growth inhibition at 96 hours. Potency, µM (titrated, usually from 28.7 µM), for inactives: at the top dose activity change, negative = inhibition, usual class: inhibitors. P. falciparum luciferase reporter growth, 96 h. 320,000 tested, 6.9% active
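Two parasite generations (96 h, 37 C, 5% CO2) of compound exposure in infected erythrocytes (0.05% parasitemia, 2% hematocrit). Luciferase-reporter P. falciparum; decreased luminescence indicates inhibited growth, aimed at apicoplast-acting delayed death.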
Pf growth 48h: P. falciparum growth inhibition at 48 hours (one generation). P. falciparum luciferase growth in erythrocytes, 48 h. Potency, µM (top dose mostly 28.7 µM), for inactives: at the highest dose activity change, negative = inhibition, most hits filed as inhibitors. 310,000 tested, 5.9% active. AID 504832
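Luminescence readout; reporter = integrated firefly luciferase in P. falciparum. RBC culture at 2% hematocrit, 0.1% parasitemia final, 37 C/5% CO2; decreased signal taken as growth inhibition.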
* = called active by the depositor; ? = inconclusive; · = not tested or not shown; & = joins results of further samples; [ ] = dose if it differs, or a comment. Calls come from the whole dose curve; as a rule, active = well fitted curve in the direction sought with a large enough effect; inconclusive = small, poorly fitted or top-dose-only effect, or another doubt; inactive = no such curve, though single readings can be large; an effect the other way counts as inactive or inconclusive. % is set by controls: 0 for no effect and ±100 for the full control effect; potency is the fitted concentration of half-maximal effect.

compound	TbPYK inhibitor	Sm TGR inh	LmPK inhibitor	HCV inh	Pf growth 96h	Pf growth 48h
Cn1cc(/C=N\NC(=O)c2cccs2)c2ccccc21	-8%	1%	-7%	4%	5.9µM*	111%[activator]
CCOC(=O)CC1(NC(=O)c2cc(COc3ccc(F)c(F)c3)on2)CCCCC1	-9%	-7%	6%	?	27%	-15%
CC(Sc1nn(-c2ccccc2)c(=S)s1)C(=O)NCC1CCCO1 (stereo not given)	-3%	-1%	·	-3%	13µM*	9.3µM*
CCCC(=O)Nc1cccc(Oc2nc(C)cc(C)c2C#N)c1	0%	7%	2%	?	50%[activator]	4%
COc1ccccc1N1CCN(S(=O)(=O)CCNC(=O)c2ccc(Br)o2)CC1	-8%	-1%	1%	3%	?	-2%
Cc1cc(=O)oc2cc(NC(=O)C(C)N3C(=O)C4CCCCC4C3=O)ccc12 (stereo not given)	-3%	-2%	·	21%	-25%	-5%
O=C1c2ccccc2C(=O)N1Cc1nc2ccccc2c(=O)n1CCCn1ccnc1	-7%	20%[11.4 µM]	4%	6%	-55%	·
Cc1ccc(C(=O)NCCNc2nc3cc(C)c(C)cc3cc2C)cc1	-2%	·	7%	-8%	34%[activator]	?
CC(C)(C)NC(=O)c1ccccc1NC(=O)C1CCCO1 (stereo not given)	-7%	·	-3%	1%	-22%	6%
O=C(Nc1ccncc1)c1ccc2c(c1)S(=O)(=O)c1ccccc1C2=O	1%	-6%	5%	?	?	-20%[5.75 µM]
C#CCOCCOCCOCCNc1nc(N2CCN(C(=O)[C@H](CCC(=O)O)n3cc(C(N)Cc4ccc(O)cc4)nn3)CC2)nc(N2CCN(C(=O)[C@H](Cc3ccc(O)cc3)n3cc(C(N)[C@H](C)CC)nn3)CC2)n1 (stereo not given in full)	·	?	1%	·	12%	-6%
Cc1ccc(C(c2sc3nc(C)nn3c2O)N2CCN(c3ccccc3F)CC2)cc1 (stereo not given)	-15%	-23%	1%	8%	32%[activator]	7%
COCCN1CCC(CNCc2cn[nH]c2-c2ccc(C)c(C)c2)C1 (stereo not given)	-7%	-13%	9%	?	-8%	?
O=C(Nc1ccccc1)OC(CN1CCCCC1)C(F)(F)F (stereo not given)	-4%	1%	0%	5%	195%[activator]	25%
COc1ccc(OC)c(S(=O)(=O)NC(C)c2ccc(-n3ccnc3)cc2)c1 (stereo not given)	2%	-10%	·	?	4%	?
COc1cc([N+](=O)[O-])ccc1-c1ccc(/C=N/NC(N)=O)o1	-7%	-14%	-5%	-16%	-17%	0%
CCOC(=O)c1nnn(-c2nonc2N)c1CSc1ccccn1	4%	-8%	0%	-16%	·	28%
COc1ccc(-c2cc3ccc(OC)cc3cn2)cc1	-4%	16µM*	·	-6%	180%[activator]	127%[activator]
CCCCOc1ccc(CCN)cc1Cl	-3%	-2%	-7%	?	31%[activator]	5%
N#CC1=C(N)Oc2cc(O)ccc2C1c1ccc(Br)s1 (stereo not given)	0%	-26%	0%	10%	11%	1%

A draw from above in order of SMILES length, high to low:
compound	TbPYK inhibitor	Sm TGR inh	LmPK inhibitor	HCV inh	Pf growth 96h	Pf growth 48h
CCOC(=O)CC1(NC(=O)c2cc(COc3ccc(F)c(F)c3)on2)CCCCC1	-9%	-7%	6%	?	27%	-15%
COc1cc([N+](=O)[O-])ccc1-c1ccc(/C=N/NC(N)=O)o1	-7%	-14%	-5%	-16%	-17%	0%
CC(C)(C)NC(=O)c1ccccc1NC(=O)C1CCCO1 (stereo not given)	-7%	·	-3%	1%	-22%	6%

The listing continues:
compound	TbPYK inhibitor	Sm TGR inh	LmPK inhibitor	HCV inh	Pf growth 96h	Pf growth 48h
CCOC(CCNC(=O)c1cn(C)c(=O)c2c1c1ccccc1n2C)OCC	2%	20%	0%	8%	186%[activator]	-6%
Cc1ccc(C(=O)OC(C)C(=O)NC2CCCCC2C)s1 (stereo not given)	-5%	0%	·	?	?	?
COc1ccccc1-n1c(SCC(=O)N2CCCC2)nc2cccnc21	-22%	1%	0%	22%	34%[activator]	-5%
CCOC(=O)C1=C(N)Oc2cc(O)ccc2C1c1ccccc1 (stereo not given)	-9%	-20%	6%	8%	11%	0%
O=C(NCC(=O)N1CCN(S(=O)(=O)c2ccccc2F)CC1)c1ccc2ccccc2c1	-10%	-1%	·	-2%	-22%	14%
c1cn2c(NC3CCCCC3)c(-c3ccc(SC4CCCCC4)cc3)nc2cn1	1%	-2%	·	9%	?	3.7µM*
Cc1onc(-c2ccccc2Cl)c1C(=O)N1CCN(C(=O)c2ccco2)CC1	-1%	-24%	0%	4%	?	19%
CC1CCN(C(=O)CSCc2ccc(Cl)cc2)CC1	-2%	2%	1%	-2%	133%[activator]	·
CNC(=S)N(C)[C@H]1c2c(ccc3ccccc23)OC[C@H]1CO	-2%	0%	-6%	1%	-10%	87%[activator]
Cn1c(Cn2nnc3ccccc32)nnc1SCC(=O)N1CCc2ccccc21	6%	-8%	-4%	12%	33%[activator]	17%
Cc1ccc(NS(=O)(=O)c2ccc(OCC(=O)NCC3CCCO3)cc2)cc1 (stereo not given)	-2%	4%	-1%	-3%	9.3µM*	-1%
C=CCn1c(Sc2nc(C)cs2)nc2c1c(=O)[nH]c(=O)n2C	-13%	1%	0%	7%	0%	0%
COC(=O)/C=C1/N/C(=N\c2nc(C)cc(C)n2)N(c2cccc(C)c2)C1=O	0%	3%	-6%	5%	-16%	?
CC(C)OCCCNc1ccc(N2C(=O)CCCC2=O)cc1[N+](=O)[O-]	0%	4%	-6%	-7%	-12%	27%
COC(=O)/C=c1/s/c(=C(/C#N)C(=O)N2CCOCC2)n(-c2ccccc2)c1=O	?	?	11%	4%	17%	·
COc1ccc2c(c1)c(=O)oc1c(C)c(OC(C)C(=O)NCC3CCC(C(=O)O)CC3)ccc12 (stereo not given)	6%	-11%	-6%	14%	?	?
CS(=O)(=O)c1nc(-c2ccc(Br)cc2)cc(-c2ccccc2)c1C#N	1%	-2%	3%	?	?	·
CC(/C=C/c1ccc2c(c1)OCO2)=N/NC(=O)C1COc2ccccc2O1 (stereo not given)	·	10%	2%	-6%	-9%	?
CN(C)c1nc(Oc2ccc(=O)[nH]n2)nc(N2CCOCC2)n1	-2%	14%	2%	0%	2%	?
CCCCCCCCCCCCCCCCCC(=O)OCC(C)O (stereo not given)	-7%	·	·	·	-3%	-1%
Nc1ccc2nc(SCC(=O)Nc3ccc(N4CCOCC4)c(Cl)c3)sc2c1	-10%	-12%	0%	?	2%	14%
CC1Cc2ccccc2N1Cc1cccc([N+](=O)[O-])c1 (stereo not given)	-1%	-5%	-4%	-15%	-2%	-10%
Cc1ccc(-c2nc3ccccc3c(=O)n2CCCn2ccnc2)cc1	2%	0%	0%	-9%	5%	?
C=CCn1c(COc2ccccc2)nnc1SCC(=O)Nc1ccc(S(N)(=O)=O)cc1	-7%	2%	0%	2%	15%	-1%
Cc1cc(C(=O)CSc2nnc(-c3ccncc3)n2-c2ccccc2)c(C)n1C	-11%	-23%	-3%	-29%	17µM*	15µM*
C=CCNC(=O)c1ccc2c(=O)n(CCCN3CCCC3=O)c(=S)[nH]c2c1	1%	-4%	-11%	-17%	34%[activator]	?
CCOC(=O)N1CCC(NC(=O)CS(=O)Cc2nc(-c3ccc(C)cc3)oc2C)CC1 (stereo not given)	1%	45µM*	2%	-18%	?	-23%
CCOc1ccccc1NC(=O)Cn1c(=O)c(OCC)nc2cnccc21	1%	1%	-1%	?	?	4%
O=[N+]([O-])c1ccc(OCC(O)CN(C2CCCCC2)C2CCCCC2)cc1 (stereo not given)	-8%	5%	-1%	-4%	?	?
CC(=O)c1cccc(NC(=O)c2cc(-c3ccco3)nc3ccccc23)c1	7%	25µM*	0%	-23%	1%	-26%
Cc1ccc(CN2C(=O)c3ccccc3Sc3ccc(C(=O)NCCCN4CCOCC4)cc32)cc1	2%&2%	3%&-2%	1%	32%[activator]	44%[activator]	12µM*
COc1ccc(Br)cc1CN1CCN(C(=O)c2ccco2)CC1	1%	-15%	1%	-24%	-15%	?
O=S(=O)(c1ccc2ccccc2c1)N1CCN=C1SCc1cccnc1	0%	-3%	-1%	19%	4%	13%
COC(=O)c1ccc(C(=O)N2CCCC(CNC(=O)c3ccc(F)cc3)C2)cc1 (stereo not given)	7%	?	7%	13%	9%	20%
CCn1c(NC(=O)c2ccccc2F)c(-c2cccs2)c(=O)c2ccccc21	6%	23%	4%	3%	?	-47%
COc1cccc(/C=N/NC(=O)c2oc3nc(-c4ccccc4)cc(-c4ccco4)c3c2N)c1	-4%	?	-3%	?	?	?
CCOC(=O)n1c(=O)n(C)c2ccc(Br)cc21	-7%	-5%	-5%	-1%	14%	-10%
CN1CCN(/C(=N\O)c2nonc2N)CC1	-3%	7%	1%	12%	15µM*	15%
CC(=O)c1cccc(N2C(=O)CC(N3CCN(S(=O)(=O)c4ccc(Cl)cc4)CC3)C2=O)c1 (stereo not given)	0%	-9%	·	-2%	23%	1%
COc1ccc2c(Cl)c(-c3nnco3)sc2c1	-1%	-15%	0%	-9%	-20%	-3%
CC(=O)/C(=N\Nc1cccc(Cl)c1)Sc1nnc(-c2ccccc2)n1-c1ccccc1	-8%	-18%	4%	0%	?	-18%
CC1CCCC(NC(=O)CCn2c(=O)oc3ccccc32)C1C (stereo not given)	-6%	-33%	2%	13%	-27%	33%[activator]
OCC[C@H]1C[C@@H](O)[C@H](O)[C@]2(Cc3ccccc3CO2)O1	-2%	-5%	·	42%[activator]	4%	6%
CCNC(=O)CCC(=O)Nc1cc(Cl)ccc1C	-5%	2%	-1%	22%	·	6%
CCCCNc1nc2c(c(=O)n(C)c(=O)n2C)n1CCC	1%	-3%	0%	?	23%	20%
COc1ccc(NC(=O)CC2Nc3cccc4cccc(c34)NC2=O)cc1 (stereo not given)	0%&-6%	-24%&-21%	4%	?	-4%	-28%
CC(C)c1c(C(=O)N/N=C/c2cccc(OCc3ccccc3)c2)nnn1-c1nonc1N	-4%	6%	-13%	?	?	7%
COC(=O)Cc1c(C)nc2nc(-c3ccc(Cl)cc3)[nH]n2c1=O	-2%	-7%	3%	11%	9%	·
CN(CC(=O)N1CCN(c2ccc(F)cc2)CC1)S(=O)(=O)c1ccc(F)cc1	-6%	15%	6%	2%&6%	?	6%
COc1cc(C(=O)NC(=S)NNC(=O)c2cnccn2)cc(OC)c1OC	-3%	-7%	-4%	?	?	12µM*
OCCNc1nc(Nc2ccccc2)nc2ccccc12	-7%	-1%	0%	?	46%[activator]	?

Complete entries from above:
OCCNc1nc(Nc2ccccc2)nc2ccccc12 is listed as TbPYK inhibitor = -7%; Sm TGR inh = -1%; LmPK inhibitor = 0%; HCV inh = ?; Pf growth 96h = 46%[activator]; Pf growth 48h = ?
CC1CCCC(NC(=O)CCn2c(=O)oc3ccccc32)C1C (stereo not given) is listed as TbPYK inhibitor = -6%; Sm TGR inh = -33%; LmPK inhibitor = 2%; HCV inh = 13%; Pf growth 96h = -27%; Pf growth 48h = 33%[activator]
CN(CC(=O)N1CCN(c2ccc(F)cc2)CC1)S(=O)(=O)c1ccc(F)cc1 is listed as TbPYK inhibitor = -6%; Sm TGR inh = 15%; LmPK inhibitor = 6%; HCV inh = 2%&6%; Pf growth 96h = ?; Pf growth 48h = 6%

Random draw from the library; overall some 16% were active at least once.
